# Bioassay records: PubChem BioAssay, several laboratories
# MT stabilizer = stabilizes microtubules in HeLa cells | HeLa tubulin immunostaining HCS, 24 h; share of cells brighter than vehicle mean+2SD | % tubulin-high responders, % at 10 µM | 200,000 tested, 0.83% active | AID 2205;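 active = plate Z-score above 3 for both tubulin-high and condensed-nucleus cell shares, with cell loss under 80%, at 10 µM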;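 note: anti alpha tubulin signal scored within the nucleus-defined area of each cell; some results filed as inactive read as strong as hits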
# Autophagy mod = autophagy modulation, high-content screen; 190,000 tested, 0.98% active; calls only at 10 µM (by protocol); MEF GFP-LC3 puncta imaging; test concentration mostly 10 µM;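 active = percentage of spot-positive cells more than 3 SD above its plate mean, without a fluorescence outlier flag or 80% toxicity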;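 note: spot-positive cell cutoff set from DMSO-treated cells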
# T cell HTS = T cell immune modulation candidate. AID 2052. 2C CD8+ T cell-vesicle binding, flow cytometry; active compounds read low. 330,000 tested, 0.068% active. calls only at 7 µM;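 active = response, share of CD8 T cells binding vesicles, and their 90th percentile fluorescence all below set limits, cut at about 80% in these data, passing the limit was not always enough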
#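 incubation = binding step 1.5 h, 37 °C, antibody labelling 20 min, ice | test system = 2C mouse CD8+ T cells | read-out basis = percent CD8+ FL2 mean versus row control | controls = Peptide-free naked vesicles (low) and QL9 vesicles with 0.7% DMSO vehicle (high) | detection = flow cytometry of vesicle-bound cells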
# WT yeast gro inh = growth inhibition of WT yeast, mitochondrial fusion screen; 190,000 tested, 2.1% active; mitochondrial fusion phenotypic screen, WT strain; inhibition, % at 10 µM; in the data active = inhibition above about 58%; tested in S. cerevisiae
# b-catenin transl = alters nuclear translocation of beta-catenin in HeLa cells; 190,000 tested, 0.3% active; AID 1665; nuclear translocation activity, % at 5 µM; immunofluorescence imaging;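 active = nuclear translocation activity above 50% at 5 µM, with a well cell count of 50 or more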;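 note: per-cell ratio of nuclear to cytoplasmic median beta-catenin stain intensity; plate controls were DMSO negative control for no effect and GSK-3 inhibitor IX positive control for full effect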
#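 test system = HeLa cells, endogenous beta-catenin | dosing = single 5 µM dose plus 0.02–20 µM confirmation series | times = compound treatment 24 h, 37°C, 5% CO2 | technique = beta-catenin immunofluorescence imaging with DAPI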
# Dynein cargo inh = blocks dynein driven cargo transport along microtubules; 3617.4 mouse cells, GR-EGFP nuclear translocation imaging; test concentration mostly 20 µM; stimulated with dexamethasone, 1 µM; active compounds read low; z-score, hits read low; 220,000 tested, 0.47% active; AID 1381;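 active = plate z-score of nuclear minus cytoplasmic receptor signal below a set negative limit, without overly bright fluorescence or cell loss, cut at about -3.5 in these data, passing the limit was not always enough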;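 note: z-score of nuclear minus cytoplasmic ring GR-EGFP intensity difference per well; some compounds called inactive have numbers as strong as hits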
#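 Buffer or medium – tet-free medium with charcoal-stripped serum · Signal – automated 10x imaging of fixed Hoechst-stained cells · Also added – dexamethasone agonist, 1.0 µM final, for 30 min · Incubation – induction 48 h, compound 1 h, agonist 30 min · Read-out – GR-EGFP nuclear translocation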
# Yfh1-off respiration = mitochondrial function rescue without frataxin homolog – Friedreich's ataxia, plus single-dose screen, dose response (AID 1465). fold induction at 50 µM; hits with a dose series show EC50 in µM. 220,000 tested, 0.074% active. S. cerevisiae Yfh1-off respiration, WST-1 reduction, 72 h; higher fold induction means a stronger effect;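 active = fold induction of absorbance versus untreated yeast above a set limit, then at least 30% activation at any dose in follow-up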;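 note: activators that raise dye reduction in frataxin-depleted yeast; strong numbers were not always called active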
# M17LAP inhibition = P. falciparum M17LAP inhibitors, primary screen, biochemical, fluorogenic H-Leu-NHMec substrate, 1536-well (AID 1619). recombinant M17LAP, H-Leu-NHMec fluorogenic kinetic assay; higher % means a stronger effect. inhibition, % at 30 µM; hits with a dose series show IC50 in µM. 220,000 tested, 0.38% active;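 active = compound inhibiting the enzyme by more than half at any dose during confirmatory dose-response retesting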;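 note: plate controls were full reaction with DMSO carrier for no effect and no enzyme background for full effect; strong numbers were not always called active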
# P. falciparum M1AAP = P. falciparum M1AAP inhibitors, biochemical, fluorogenic H-Leu-NHMec substrate, 1536-well (AID 1445); recombinant M1AAP, H-Leu-NHMec fluorogenic kinetic assay; higher % means a stronger effect; inhibition, % at 30 µM; hits with a dose series show IC50 in µM; 220,000 tested, 0.42% active;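 active = primary inhibition above the hit cutoff, then over 50% inhibition at one or more dose response concentrations, cut at about 23% in these data, passing the limit was not always enough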;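 note: plate controls were DMSO full reaction for no effect and no enzyme background for full effect; strong numbers were not always called active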
# WT yeast gro inh mutant strain = further read-out of WT yeast gro inh, marked with its call; inhibition, %; mitochondrial fusion phenotypic screen, mutant strain inhibition
# Dynein cargo inh cytoplasmic EGFP = second read-out of Dynein cargo inh, no call of its own (marks repeat the call); z-score; measured here: cytoplasmic GR-EGFP intensity; active compounds read high
# Dynein cargo inh nuclear GR-EGFP = recorded beside Dynein cargo inh, whose call it bears; z-score; measured here: nuclear GR-EGFP intensity;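 lower value marks the stronger effect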
# Dynein cargo inh cell count = also measured in Dynein cargo inh; calls as there; z-score; measured here: cell count per field
# b-catenin transl cell count 5 µM = also measured in b-catenin transl; calls as there; cell count; measured here: cell count, cytotoxicity flag
# T cell HTS vesicle-bound % = also measured in T cell HTS; calls as there; double positive events, %; measured here: CD8+ vesicle-bound cell fraction;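 binding gate set so that unloaded-vesicle control wells show 10% double positive cells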
# MT stabilizer Hoechst-high % = further read-out of MT stabilizer, marked with its call; % Hoechst-high responders; measured here: nuclear condensation Hoechst responders;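 share of cells brighter than vehicle mean plus two SD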
# MT stabilizer cytotoxicity % = recorded beside MT stabilizer, whose call it bears; toxicity, %; measured here: cytotoxicity by cell density;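 0% = mean cell density of plate MIN control wells and 100% = no cells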
# Autophagy mod cell loss 18 h = also measured in Autophagy mod; calls as there; toxicity, %; measured here: cell loss, nuclei count;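 cell loss after 18 h compound exposure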
# Starred values were filed as active, the others as inactive; i = inactive; / = not tested or not shown.
SMILES,MT stabilizer,MT stabilizer Hoechst-high %,MT stabilizer cytotoxicity %,Autophagy mod,Autophagy mod cell loss 18 h,T cell HTS,T cell HTS vesicle-bound %,WT yeast gro inh,WT yeast gro inh mutant strain,b-catenin transl,b-catenin transl cell count 5 µM,Dynein cargo inh,Dynein cargo inh cytoplasmic EGFP,Dynein cargo inh nuclear GR-EGFP,Dynein cargo inh cell count,Yfh1-off respiration,M17LAP inhibition,P. falciparum M1AAP
CN(C)CCCNC(=O)c1cc(S(=O)(=O)N2CCOCC2)ccc1F,1.9,1.8,4.6,i,-6,i,20,13,11,1.8,1046,-1,-0.37,-0.25,0.82,i,-10%,5%
Cc1ccccc1-n1c(=S)[nH]c2nc3c(cc2c1=O)CCCC3,1.9,2.5,7.0,i,-11,i,45,-1,2,0.1,822,-0.68,-0.35,-0.21,1,i,/,/
O=C(NCCCc1ccccc1)c1cc([N+](=O)[O-])ccc1Cl,2.4,2.1,11,i,-8,i,54,13,-6,0.5,1414,-1.4,-0.34,-1.1,1.9,i,-3%,3%
COc1ccc(NC(=O)CN2CCC(n3c(C)nc4cc(F)ccc43)CC2)c(OC)c1,2.9,2.5,9.6,i,4,i,24,10,11,-0.6,1430,-0.0028,-0.27,-0.054,0.54,/,-12%,-5%
COc1ccccc1NC(=O)N1CCCC1C(=O)NC1CCCCC1 (stereo unspecified),3.1,0.9,0.8,i,-16,i,29,-25,-20,-1.3,1092,0.15,-0.12,-0.031,-0.93,i,3%,-1%
CCc1cccc2c(/C=N/NC(=O)c3cccc(S(=O)(=O)Nc4ccccc4Cl)c3)c[nH]c12,1.8,3.2,11,i,1,i,38,-9,2,-1.1,955,-0.49,-0.068,-0.47,0.63,i,2%,17%
N#CCC(=O)Nc1ccc(C(=O)NCc2cccc(Cl)c2)cc1,/,/,/,/,/,i,32,/,/,0.6,1249,-0.77,-0.26,0.31,0.19,i,0%,9%
O=C(NCc1ccco1)c1c(F)c(F)c(F)c(C(=O)NCc2ccco2)c1F,3.7,1.7,8.4,i,-22,i,20,-4,8,-1.9,1048,-0.66,-0.18,-0.13,0.048,i,3%,7%
Cc1cc(NC(=O)c2ccccc2)nc(C)n1,/,/,/,/,/,i,34,/,/,-2.2,1110,-0.14,-0.13,-0.23,0.54,i,1%,-1%
O=C(CCc1nc2ccccc2c(=O)[nH]1)N1CCN(c2ccc(F)cc2)CC1,1.9,1.1,8.4,i,-27,i,48,1,3,-2.0,1075,-0.77,-0.22,-0.39,0.68,i,4%,4%
CCN(CC)C(=O)Cn1nc(-c2ccccc2O)nc1SCC(=O)Nc1ccc(OC)cc1,2.9,1.1,2.2,i,-2,i,12,-7,-11,0.9,1045,3.9,-0.24,2.9,-1.9,i,-6%,3%
CCOc1ccc(C(C)=O)cc1CSc1nc2nc(C)cc(C)n2n1,2.7,2.4,6.2,i,-7,i,53,-8,-1,0.1,988,0.56,-0.26,0.76,-0.53,i,-1%,2%
COc1ccccc1N1CCN(CC(=O)Nc2c(C)n[nH]c2C)CC1,2.9,1.5,4.5,i,-6,i,23,-9,-5,/,/,-0.47,-0.22,-0.18,0.39,/,12%,3%
CCC12C(=O)C(CC)(C(c3ccccc3)=C1c1ccccc1)[C@@H]1C(=O)N(c3ccc(C)cc3)C(=O)C12 (stereo partly specified),1.9,1.1,11,i,8,i,45,16,14,-0.8,1053,-0.72,1.4,-0.0025,-0.41,i,0%,5%
O=C(CCCN1C(=O)/C(=C\c2ccco2)SC1=S)Nc1ccc2ccccc2c1,2.0,2.0,14,i,-4,i,65,-7,-5,3.8,1068,-1.2,-0.18,-0.44,0.76,i,54%,12%
O=C(c1cccc(F)c1)N1CCN(c2cccc(Cl)c2)CC1,21*,18*,65*,i,12,i,14,22,17,/,/,-0.16,0.29,0.22,0.23,i,-3%,3%
COCCCn1c(SCC(=O)N2CC(=O)Nc3ccccc32)nnc1-c1ccoc1C,2.0,1.8,6.3,i,-7,i,36,-15,-6,-4.1,961,-0.16,0.025,-0.016,0.32,i,3%,-1%
O=C(NC(NC(=O)c1ccccc1)c1cccc([N+](=O)[O-])c1)c1ccccc1,2.0,3.2,8.3,i,-27,i,14,12,-6,-0.7,978,1.4,-0.28,0.45,-1.1,i,0%,1%
Cc1nnc(NC(=O)c2ccc(S(=O)(=O)C(F)F)cc2)s1,/,/,/,/,/,i,14,/,/,-4.7,1182,-0.84,-0.18,-0.26,0.63,i,8%,-2%
CCOC(=O)N1CCN(C(=O)C(NS(=O)(=O)c2cccc3nsnc23)c2ccccc2)CC1 (stereo unspecified),2.4,1.9,2.8,i,9,i,4,10,16,-1.2,1090,-0.34,-0.11,0.049,-0.72,i,15%,5%
NS(=O)(=O)c1ccc(NC(=S)NCc2cccc(Cl)c2)cc1,7.2,1.6,10,i,6,i,57,-5,4,1.1,1073,-0.43,-0.14,-0.14,-0.18,i,5%,4%
Cc1ccc(-n2c(=S)[nH]c3c(oc4ccccc43)c2=O)cc1C,5.7,2.5,6.7,i,0,i,30,4,1,-1.9,1122,-0.97,0.3,-0.57,0.26,i,-74%,14%
COc1cc2c(cc1NC(=O)C(C)Sc1nc3ccccc3n1C)oc1ccccc12 (stereo unspecified),2.4,2.7,4.8,i,8,i,40,0,1,2.2,482,0.42,-0.24,0.28,0.43,i,-5%,3%
Clc1ccccc1Cc1noc(CN2CCN3CCCC3C2)n1 (stereo unspecified),2.5,1.7,3.8,i,16,i,22,2,-7,-0.1,1126,0.72,-0.27,0.49,0.46,i,2%,8%
CCOc1cc(S(=O)(=O)n2cnc(C)c2)ccc1Cl,4.0,1.6,1.6,i,0,i,55,5,-5,0.9,1480,-0.76,-0.23,-0.43,0.58,i,10%,-7%
C=CCNC(=O)CCc1nnc(C2(c3ccc(Cl)cc3)CCC2)o1,1.3,0.5,1.5,i,15,i,52,-4,-9,0.8,1405,-0.099,-0.21,0.43,0.39,i,-13%,-3%
COC(=O)C1=C(C)NC(=O)C1(NS(=O)(=O)c1ccc(NC(C)=O)cc1)C(F)(F)F (stereo unspecified),2.1,1.0,5.9,i,-14,i,11,2,-23,-0.7,945,3.9,0.28,2,-1.5,i,19%,10%
C[C@@H](C(=O)N[C@H](C(=O)O)c1ccccc1)n1nnc2ccccc2c1=O,2.0,1.7,11,i,6,i,46,3,2,-1.0,945,-1.3,-0.23,-0.48,1.3,i,-3%,4%

# Exported with values under each structure: 8 of the compounds above.
# Under each structure: MT stabilizer, MT stabilizer Hoechst-high %, MT stabilizer cytotoxicity %, Autophagy mod, Autophagy mod cell loss 18 h, T cell HTS, T cell HTS vesicle-bound %, WT yeast gro inh, WT yeast gro inh mutant strain, b-catenin transl, b-catenin transl cell count 5 µM, Dynein cargo inh, Dynein cargo inh cytoplasmic EGFP, Dynein cargo inh nuclear GR-EGFP, Dynein cargo inh cell count, Yfh1-off respiration, M17LAP inhibition, P. falciparum M1AAP
O=C(NCCCc1ccccc1)c1cc([N+](=O)[O-])ccc1Cl
 : 2.4, 2.1, 11, i, -8, i, 54, 13, -6, 0.5, 1414, -1.4, -0.34, -1.1, 1.9, i, -3%, 3%
COc1ccc(NC(=O)CN2CCC(n3c(C)nc4cc(F)ccc43)CC2)c(OC)c1
 : 2.9, 2.5, 9.6, i, 4, i, 24, 10, 11, -0.6, 1430, -0.0028, -0.27, -0.054, 0.54, /, -12%, -5%
COc1ccccc1NC(=O)N1CCCC1C(=O)NC1CCCCC1 (stereo unspecified)
 : 3.1, 0.9, 0.8, i, -16, i, 29, -25, -20, -1.3, 1092, 0.15, -0.12, -0.031, -0.93, i, 3%, -1%
CCc1cccc2c(/C=N/NC(=O)c3cccc(S(=O)(=O)Nc4ccccc4Cl)c3)c[nH]c12
 : 1.8, 3.2, 11, i, 1, i, 38, -9, 2, -1.1, 955, -0.49, -0.068, -0.47, 0.63, i, 2%, 17%
N#CCC(=O)Nc1ccc(C(=O)NCc2cccc(Cl)c2)cc1
 : /, /, /, /, /, i, 32, /, /, 0.6, 1249, -0.77, -0.26, 0.31, 0.19, i, 0%, 9%
O=C(NCc1ccco1)c1c(F)c(F)c(F)c(C(=O)NCc2ccco2)c1F
 : 3.7, 1.7, 8.4, i, -22, i, 20, -4, 8, -1.9, 1048, -0.66, -0.18, -0.13, 0.048, i, 3%, 7%
Cc1cc(NC(=O)c2ccccc2)nc(C)n1
 : /, /, /, /, /, i, 34, /, /, -2.2, 1110, -0.14, -0.13, -0.23, 0.54, i, 1%, -1%
O=C(CCc1nc2ccccc2c(=O)[nH]1)N1CCN(c2ccc(F)cc2)CC1
 : 1.9, 1.1, 8.4, i, -27, i, 48, 1, 3, -2.0, 1075, -0.77, -0.22, -0.39, 0.68, i, 4%, 4%
